14-3-3 PPI: alters human 14-3-3 gamma binding to Raf peptide. P61981. FP, 14-3-3gamma / TMR-pS259-Raf peptide binding. inhibition, % at 40 µM. 160,000 tested, 0.19% active. AID 422; in the data active means inhibition above about 30%;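 further: 0% = protein plus tracer without compound and 100% = blank with tracer alone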
Target sequence (P61981 whole entry, looked up): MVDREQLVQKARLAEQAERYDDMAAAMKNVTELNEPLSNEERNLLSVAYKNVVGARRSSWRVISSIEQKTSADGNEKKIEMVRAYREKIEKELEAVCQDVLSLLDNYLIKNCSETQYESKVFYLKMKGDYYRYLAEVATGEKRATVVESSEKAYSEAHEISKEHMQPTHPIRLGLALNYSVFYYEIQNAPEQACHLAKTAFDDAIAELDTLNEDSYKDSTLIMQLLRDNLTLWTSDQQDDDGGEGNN
Numbers without * were called inactive. The list is partial; the hit share may differ from the screen's.

mol	14-3-3 PPI
CCN(c1ccc2c(c1)OCO2)S(=O)(=O)c1cc(Br)cc2c1N(C(C)=O)CC2	-27
COC(=O)CN(c1ccc2c(c1)OCO2)S(C)(=O)=O	-12
COc1cc(C(C#N)N2N=C(C)CC2(C)C)ccc1O (centres undefined)	0
C=CCN(CC=C)S(=O)(=O)c1ccc(C(=O)Nc2nc3c(s2)CCc2ccccc2-3)cc1	-13
CC1=NN(C(=O)c2csc3c2CCC(C)C3)C(O)(C(F)(F)F)C1 (centres undefined)	-4
O=C(c1oc(=O)c2ccccc2c1-c1ccccc1)N1CCc2ccccc21	-8
O=c1[nH]c(-c2ccc3c(c2)OCO3)cn1-c1ccc(F)cc1	-5
Cc1ccc(N=c2oc3ccc(Br)cc3cc2C(=O)Nc2nccs2)cc1	-9
O=C1NC(=O)C2(CCc3ccccc32)N1 (centres undefined)	-9
CS(=O)(=O)N(CCc1ccccc1)CC(=O)NCc1ccc2c(c1)OCO2	-1
O=C(CSc1nnc(-c2cccs2)n1-c1ccccc1)N1CCOCC1	-10
O=C(Nc1ccc2oc(Cc3ccc(Cl)cc3)nc2c1)c1cccc(Cl)c1	-80
OC1(c2cccc(F)c2)CCN(Cc2ccncc2)CC1	-17
O=C(CCC1CCCC1)NCCCN1CCOCC1	5
Cc1ccc(SC2=NNC(c3ccccc3)=Nc3ccccc32)cc1	5
COc1ccc(C2CC(=O)C3=C(C2)NC(C)=C(C(=O)OC(C)C)C3c2ccc(OC)cc2OC)cc1 (centres undefined)	-4
CN(C(=O)COC(=O)C1CCN(S(=O)(=O)c2cccs2)CC1)C1CCS(=O)(=O)C1 (centres undefined)	-7
O=C(NC1CCCCC1)c1cc(=O)[nH]c2ccc(S(=O)(=O)N3CCCC3)cc12	-9
COC(=O)c1ccc(C2C(C(=O)OCC3CCCO3)=C(C)NC3=C2C(=O)CC(C)(C)C3)cc1 (centres undefined)	0
CC(=O)Nc1ccc(Br)cc1C(=O)C(=O)Nc1cccc(C(=O)N2CCOCC2)c1	3
CCOC(=O)C(C)Oc1cc2oc(=O)c3c(c2cc1CC)CCCC3 (centres undefined)	5
O=C(O)CN1C(=O)NC2NC(=O)NC21 (centres undefined)	-9
COc1ccc(C2CC(c3ccc(F)cc3)Nc3nc(N)nn32)cc1 (centres undefined)	0
Cc1ccc(NC(=O)COc2ccc([N+](=O)[O-])cc2)c(Br)c1	-21
CNC(=O)CC(NS(=O)(=O)c1ccc(Br)cc1)c1ccc(OC)cc1 (centres undefined)	0
CCc1nnc(NC(=O)CN2CCN(c3nc(-c4ccccc4)cs3)CC2)s1	-6
CCCCC#Cc1nc(N)c2ncn([C@@H]3O[C@H](C(=O)NCC)[C@@H](O)[C@H]3O)c2n1	-6
CC(C)c1ccc(-n2c(CCC(=O)O)ccc2-c2cccs2)cc1	-15
O=C(NCc1ccco1)c1ccc2c(c1)C(=O)N(Cc1ccccc1)C2=O	8
Cc1cc(N2CCCCC2C)c(F)cc1[N+](=O)[O-] (centres undefined)	-11
CCSc1oc(-c2cccs2)nc1S(=O)(=O)c1ccc(Cl)cc1	-122
COc1ccc2[nH]c(=O)c(CN(CCN(C)C)C(=O)NCc3ccccc3)cc2c1	4
O=C(O)CCSc1nc2ccc(Br)cc2[nH]1	-7
CCCSc1nc2ccccc2[nH]1	5
CCN(C(=O)c1cn(CC)c(=O)c2cc(OC)c(OC)cc12)c1cc(Cl)ccc1OC	-2
O=C1C2CC=CCC2C(=O)N1c1ccc(OCC(O)Cn2nnc3ccccc32)cc1 (centres undefined)	-3
Cc1nn(-c2cc(N3CCNCC3)ccc2[N+](=O)[O-])c(=O)c2ccccc12	5
CC(C)CCNC(=O)c1cc(-c2ccncc2)nc2ccc(S(=O)(=O)N3CCC(C)CC3)cc12	3
COc1ccc(NC(=O)c2c(NCc3cccc(F)c3)sc3c2CCC3)c(OC)c1	-102
COc1ccc(NC(=O)C2=C(C)NC3=C(C(=O)CC(c4ccc(OC)c(OC)c4)C3)C2c2cccc(F)c2)cc1 (centres undefined)	-4
CCCNc1nc2c(c(=O)n(C)c(=O)n2C)n1CCc1ccccc1	-2
Cn1ccnc1SCC(=O)N1c2ccccc2C(C)(c2ccc(Cl)cc2)CC1(C)C (centres undefined)	0
O=C(c1ccc(Br)cc1)n1c(=O)oc2ccc(Cl)cc21	0
COc1ccc(OCCNc2ccc(C(F)(F)F)cc2[N+](=O)[O-])cc1	2
CCCNC(=O)Cn1cnc2sc(C(=O)N(C)C3CCCCC3)c(C)c2c1=O	2

A different layout for some results above.
CCN(C(=O)c1cn(CC)c(=O)c2cc(OC)c(OC)cc12)c1cc(Cl)ccc1OC
  14-3-3 PPI: -2
O=C1C2CC=CCC2C(=O)N1c1ccc(OCC(O)Cn2nnc3ccccc32)cc1 (centres undefined)
  14-3-3 PPI: -3
Cc1nn(-c2cc(N3CCNCC3)ccc2[N+](=O)[O-])c(=O)c2ccccc12
  14-3-3 PPI: 5
CC(C)CCNC(=O)c1cc(-c2ccncc2)nc2ccc(S(=O)(=O)N3CCC(C)CC3)cc12
  14-3-3 PPI: 3

Continuation:
mol	14-3-3 PPI
CC(=O)c1cccc(NC(=O)c2nccnc2C(=O)O)c1	-2
CN(C)CCN1C(=O)C2C3C=CC(C2C1=O)C1C2C(=O)N(CCN(C)C)C(=O)C2C31 (centres undefined)	8
CC(C(=O)Nc1ncc2c(n1)CC(C)(C)CC2=O)N1C(=O)c2ccccc2C1=O (centres undefined)	-2
CSC1=NC2(CCCCCC2)Cc2ccccc21	-8
Cc1cccc(NC(=O)CCn2nc(-c3ccc(Cl)cc3)c3ccccc3c2=O)c1	0
O=c1nc2n(-c3cccc(Br)c3)c3ccccc3cc-2c(=O)[nH]1	-8
CCN1C(=O)C(O)(CC(=O)c2ccc3c(c2)CCCC3)c2ccccc21 (centres undefined)	-5
CC1(C)C(=O)C2(CCCCC2)C(=O)OC1c1ccc(F)cc1 (centres undefined)	-1
COc1ccccc1CNC(=O)c1cc2sccc2n1C	-1
COC(=O)COc1ccc(S(=O)(=O)N2CCOCC2)cc1C	-6
CC(C)CCn1c(NCCN(C)C)nc2c1c(=O)[nH]c(=O)n2C	-5
O=C(c1ccc(Cl)c(F)c1F)N1CCCC1	5
Cc1ccc(S(=O)(=O)Cn2nnnc2C(CC(C)C)N2CCN(c3ccc(F)cc3)CC2)cc1 (centres undefined)	4
COc1ccc2nc(N3CCCC(C(=O)NCCc4ccccc4)C3)sc2c1 (centres undefined)	-11
CN(C)C1=C(C(=O)c2ccccc2)NS(=O)(=O)c2ccccc21	0
CC1=C(C(=O)NC2CCCC(C)C2C)C2(CCCCC2)OC1=O (centres undefined)	2
CC(=O)OC1=NN=C(OC(C)=O)C12CC=C(C)CC2c1ccc([N+](=O)[O-])cc1 (centres undefined)	-11
COc1ccc(Cl)cc1NC(=O)c1c(-c2ccccc2)noc1C	-5
Cc1ccc(-c2noc(C3CCCN(C(=O)c4ccccc4)C3)n2)o1 (centres undefined)	-15
COc1cccc2cc(C(N)=O)c(=Nc3ccccc3C(N)=O)oc12	-6
COc1ccc(Cl)cc1NC(=O)CSc1nccn1-c1cccc(Cl)c1	3
COc1ccc(CCNC2CCN(C)CC2)cc1OC	-1
CCOC(=O)c1ccc(-n2cc(O)c(C(=O)OC)n2)cc1	8
Cc1cc(Nc2ccc(O)cc2)c2cc(Cl)ccc2n1	-4
COC(=O)c1cc(NC(=O)CN2C(=O)CSC2=O)ccc1Cl	1
CC(C)(C)c1ccc(-c2nc3cc(NC(=O)c4ccc([N+](=O)[O-])o4)ccc3o2)cc1	-11
COc1ccccc1N1CCN(C(=O)CSc2ccc3c(C)cc(C)nc3n2)CC1	-11
Cc1ccccc1OCCn1cnc2ccccc21	-8
CCOC(=O)c1cc(-c2nnc(SCC(=O)Nc3ccc(F)cc3)o2)c(C)nc1C	-3
Cc1ccn2c(Nc3ccc4c(c3)OCCO4)c(-c3ccc(C)s3)nc2c1	-2

7 records picked at random from the list so far:
mol	14-3-3 PPI
CCN1C(=O)C(O)(CC(=O)c2ccc3c(c2)CCCC3)c2ccccc21 (centres undefined)	-5
CCOC(=O)C(C)Oc1cc2oc(=O)c3c(c2cc1CC)CCCC3 (centres undefined)	5
COc1ccc2[nH]c(=O)c(CN(CCN(C)C)C(=O)NCc3ccccc3)cc2c1	4
CNC(=O)CC(NS(=O)(=O)c1ccc(Br)cc1)c1ccc(OC)cc1 (centres undefined)	0
CS(=O)(=O)N(CCc1ccccc1)CC(=O)NCc1ccc2c(c1)OCO2	-1
COC(=O)c1cc(NC(=O)CN2C(=O)CSC2=O)ccc1Cl	1
CN(C)CCN1C(=O)C2C3C=CC(C2C1=O)C1C2C(=O)N(CCN(C)C)C(=O)C2C31 (centres undefined)	8

Later entries
mol	14-3-3 PPI
COC(=O)C(C)Oc1ccc2cc(-c3nc4ccccc4s3)c(=O)oc2c1 (centres undefined)	-19
CCOc1nc(N2CCOCC2)nc(C)c1[N+](=O)[O-]	1
COc1ccc(Br)cc1C1C(C(=O)OC2CCCCC2)=C(C)Nc2ncnn21 (centres undefined)	-5
O=C1c2cccc3cccc(c23)C(=O)N1CC1CCN(CC(O)COc2ccc3c(c2)OCO3)CC1 (centres undefined)	0
COC(=O)c1ccccc1NC(=O)CSc1nc2ccccc2c(=O)[nH]1	-4
O=C1CC(c2ccc(F)cc2)c2cc3c(cc2N1)OCCO3 (centres undefined)	-1
CSCCC1NC(=O)N(CC(=O)Nc2ccc(N3CCCCC3)cc2)C1=O (centres undefined)	-3
CCc1ccccc1NC1=NCC(=O)N1C1CCCCC1	-3
O=c1c2sccc2nc(SCc2ccc([N+](=O)[O-])cc2)n1Cc1ccccn1	-6
CC1CCCC(NC(=O)c2c[nH]c3ccc(S(=O)(=O)Nc4ccccc4F)cc3c2=O)C1C (centres undefined)	-94
Cc1ccc(C2CC(=O)C3=C(C2)Nc2ccccc2NC3c2ccccc2C(F)(F)F)cc1 (centres undefined)	2
CCN(CC)C(=O)Cn1cnc2sc(C(=O)Nc3ccc(C)cc3)c(C)c2c1=O	-12
CCOC(=O)c1cnc2cc(Cl)c(OC)cc2c1Nc1cc(OC)ccc1OC	-6
CCOC(=O)c1c(NC(=O)COc2ccc([N+](=O)[O-])c(C)c2)sc2c1CCC(CC)C2 (centres undefined)	-1
CC1(C)CC(=O)N(CC(=O)NC2CCCc3ccccc32)c2ccccc2S1 (centres undefined)	-10
CCCC1=C(C(=O)OCC)C(c2ccc(C(F)(F)F)cc2)NC(=O)N1C (centres undefined)	4
Cc1cccc(C)c1NC(=O)c1cc2ccccc2c(=O)o1	0
COc1ccc2c(c1)CCC1=C2NC(=S)NC1c1cccc(F)c1 (centres undefined)	-22
CC(=O)NCCc1ccc(S(=O)(=O)Nc2cccnc2)cc1	8
O=C(Nc1ccccc1F)c1ccc(S(=O)(=O)N2CCCc3ccccc32)cc1	-6
O=c1c2cc(F)ccc2[nH]c(=S)n1Cc1ccccn1	1
Cc1ccc(S(=O)(=O)Nc2ccc(O)c(Br)c2)cc1	-9
COc1ccc(-c2cc(N)n(S(=O)(=O)c3c(F)c(F)c(F)c(F)c3F)n2)cc1OC	2
Cc1nn(C)c(C)c1CN(C)C(=O)c1cc2nc(-c3ccco3)cc(C(F)(F)F)n2n1	-10
Cc1cc(Cl)c(S(=O)(=O)Nc2ccc3c(c2)OCCO3)cc1OCC(N)=O	-4
CC1=CC(C)(C)N2C(=O)C(=O)c3cc(OC(=O)c4ccc(F)cc4)cc1c32	-3
CCOc1ccc(S(=O)(=O)Nc2ccc(S(=O)(=O)N3CCOCC3)cc2)cc1	1
Cc1csc(=NC23CC4CC(CC(C4)C2)C3)o1	4
O=C(COc1ccccc1)Nc1ccccc1N1CCN(c2ccccc2)CC1	-3
Cc1ccc(Cl)cc1NC(=O)C(NS(=O)(=O)c1cccs1)c1ccccc1 (centres undefined)	-5
Cc1cccc(C(=O)Nc2ccc(C)c(F)c2)c1	-33
CCOC(=O)Cc1cc(-c2ccc(OC)c(OC)c2)nc2ccc3ccccc3c12	-12
CCC(C)OC(=O)C1=C(C)NC(=O)NC1c1ccccc1OCc1ccccc1 (centres undefined)	-3
O=C(NCc1ccco1)c1ccc2c(c1)[nH]c(=S)n1c3ccccc3nc21	-5
CC(=O)N1CCC(N(C(=O)Nc2ccc(C)c(C)c2)C2CCCCCC2)CC1	3
COc1ccc(-c2oc3ncn(CCN4CCOCC4)c(=N)c3c2-c2ccc(OC)cc2)cc1	-18
C=CCOC(=O)c1[nH]c2c(c1C)C(=O)CC(c1ccco1)C2 (centres undefined)	-5
COc1ccc(-c2csc3[nH]c(=S)n(Cc4ccccc4)c(=O)c23)cc1OC	-26
O=[N+]([O-])c1ccc(N2CCCC2)c(C(F)(F)F)c1	0
CCOc1ccc(Nc2ccc(N3C(=O)C4CCCCC4C3=O)cc2[N+](=O)[O-])cc1 (centres undefined)	-2
O=c1c(-c2cccc(Cl)c2)c(C(F)(F)F)oc2cc(O)ccc12	-27
O=C(CN1C2CCCC1CC(NC(=O)c1ccco1)C2)Nc1ccccc1C(F)(F)F (centres undefined)	-9
CN(C)CCNC(=O)CCn1nc(-c2ccc(Cl)cc2)ccc1=O	1
Cc1nn(C)c(C)c1S(=O)(=O)N1CCCCC1	-1
C=CCOc1nc2c(c(=O)n(Cc3ccc(Br)cc3)c(=O)n2C)n1C	-2

Screens as filed in PubChem BioAssay.
